mIDH1 inhibitor – blocks human mutant IDH1 R132H enzyme. O75874. IDH1-R132H enzyme, NADPH consumption, diaphorase/resazurin fluorescence. Potency, µM (series often up to 76.6 µM), without a hit: at the highest dose activity change, negative = inhibition, most hits filed as inhibitors. 390,000 compounds, 0.093% hits. AID 602179; further: potency means the concentration at half of the fitted maximal effect; on the % scale 0 is the no-effect control and ±100 the full control effect; nearly all actives have a fitted effect of over 65% in size
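IDH1-R132H (0.5 ug/mL) preincubated 30 min with compound, then NADPH (0.016 mM) and alpha-KG (2 mM) added; 80 min at RT, pH 7.5. Remaining NADPH coupled via diaphorase/resazurin to fluorescence (540/590 nm); concentration-response curves normalized to no-enzyme control.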
PGK inhibitor – T. brucei PGK inhibition; P07378; PGK/GAPDH coupled, Kinase-Glo luminescence, 60 min; Potency, µM (top dose mostly 57.5 µM), for inactives: at the highest dose activity change, negative = inhibition, hits mostly inhibitors; 380,000 compounds, 0.043% hits; AID 602233; further: potency means the concentration at half of the fitted maximal effect; on the % scale 0 is the no-effect control and ±100 the full control effect; nearly all actives have a fitted effect of over 60% in size
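Recombinant glycosomal PGK reaction used 1,3-bisphosphoglycerate generated in-well by GAPDH (100nM final) in 100mM TEA pH 7.6, 5mM MgCl2, 0.01% Tween-20. After 60 minutes at room temperature, ATP was read by Kinase-Glo Plus luminescence end-point.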
GLS inh – inhibitors of human glutaminase (GLS). O94925. GLS enzymatic activity, qHTS titration. Potency, µM (titrated, usually from 45.5 µM), without a hit: at the highest dose activity change, negative = inhibition, actives largely listed as inhibitors. 410,000 compounds, 0.21% hits; further: potency means the concentration at half of the fitted maximal effect; on the % scale 0 is the no-effect control and ±100 the full control effect
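Enzyme dispensed in phosphate buffer (45 mM, pH 8.2, 0.02% Tween-20), compounds pinned in, then 1 mM L-glutamine solution and the glutamate oxidase–HRP–Amplex Red mix added; fluorescence read immediately and again after 30 min at room temperature.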
USP1 inh – inhibitors of human USP1/UAF1 deubiquitinase | Potency, µM (doses to about 57.1 µM), without a hit: at the top dose activity change, negative = inhibition, most hits filed as inhibitors | 390,000 compounds, 0.23% hits | recombinant USP1/UAF1, Ub-Rhodamine cleavage fluorescence; further: potency means the concentration at half of the fitted maximal effect; on the % scale 0 is the no-effect control and ±100 the full control effect; nearly all actives have a fitted effect of over 60% in size; inactives centre near -12
Target sequence (O94782 whole entry, looked up): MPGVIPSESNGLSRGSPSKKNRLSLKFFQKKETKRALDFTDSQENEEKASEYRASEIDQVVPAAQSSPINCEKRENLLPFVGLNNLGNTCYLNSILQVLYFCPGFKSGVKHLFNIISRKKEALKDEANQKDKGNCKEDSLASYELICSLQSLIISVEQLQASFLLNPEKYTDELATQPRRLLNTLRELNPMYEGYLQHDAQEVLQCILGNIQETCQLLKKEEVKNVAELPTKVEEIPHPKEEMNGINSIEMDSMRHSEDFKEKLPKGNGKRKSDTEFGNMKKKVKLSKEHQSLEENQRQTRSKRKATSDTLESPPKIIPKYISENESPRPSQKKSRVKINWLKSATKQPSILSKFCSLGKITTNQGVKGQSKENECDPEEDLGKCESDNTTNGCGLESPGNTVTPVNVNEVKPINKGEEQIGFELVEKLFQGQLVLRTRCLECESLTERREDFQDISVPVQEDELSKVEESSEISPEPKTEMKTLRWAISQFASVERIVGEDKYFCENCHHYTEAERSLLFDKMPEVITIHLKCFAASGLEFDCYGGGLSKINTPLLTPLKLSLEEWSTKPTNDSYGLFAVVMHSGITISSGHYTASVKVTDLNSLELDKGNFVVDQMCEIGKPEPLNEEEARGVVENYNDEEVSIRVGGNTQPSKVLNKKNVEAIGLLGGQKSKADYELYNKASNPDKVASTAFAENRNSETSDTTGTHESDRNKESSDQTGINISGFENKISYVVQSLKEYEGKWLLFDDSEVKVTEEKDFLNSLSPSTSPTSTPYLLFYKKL
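Step one: compound is pinned into 1nM USP1/UAF1 in HEPES pH 7.8 buffer with TCEP. Step two: 15 min room-temperature incubation. Step three: Ub-Rho (150nM final) starts cleavage, tracked by fluorescence over six one-minute reads.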
PI4K2A block – PI4K2A (human) kinase inhibition; 420,000 compounds, 0.13% hits; activity change, negative = inhibition, % at 76.9 µM; purified PI4K2A, ADP-Glo luminescence, 1 h; stronger effect = lower value; in the data active means activity change below about -50%; inconclusive means mostly about -30% to -49%;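 further: -100% = wells without enzyme as full effect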
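PI4K2A activity was measured by ADP-Glo luminescence: enzyme (4 ug/mL stock) and phosphatidylinositol (1.2 mM stock) in Tris pH 7.5/MgCl2/EGTA/Triton X-100 buffer were reacted with ATP (300 microM stock) for one hour at ambient temperature.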
Pin1 inh – human Pin1 inhibition; Pin1 FP peptide displacement, HiFluor488, 10 min; Q13526; AID 504891; 390,000 compounds, 0.009% hits; Potency, µM (doses to about 115 µM), without a hit: at the highest dose activity, negative = inhibition, actives largely listed as inhibitors; active means well fitted inhibition curve with a large enough effect in the polarisation, with a control signal flat, not every such curve was filed as active; inconclusive means small, poorly fitted or top-dose-only effect, or effect the other way, or a change in a side signal; inactive means no such curve, though single readings can be large or run the other way; the % refers to the polarisation; further: potency means the concentration at half of the fitted maximal effect; on the % scale 0 is the no-effect control and ±100 the full control effect
HP1b chromo inh – HP1-beta chromodomain-methylated histone interaction inhibition; AID 540317; Potency, µM (top dose mostly 114 µM), without a hit: at the highest dose activity change, negative = inhibition, usual class: inhibitors; AlphaScreen HP1-beta / biotin-H3K9me3 peptide binding; P83916; 390,000 compounds, 0.56% hits; further: potency means the concentration at half of the fitted maximal effect; nearly all actives have a fitted effect of over 70% in size; inactives centre near 23
Target sequence (P83916 whole entry, looked up): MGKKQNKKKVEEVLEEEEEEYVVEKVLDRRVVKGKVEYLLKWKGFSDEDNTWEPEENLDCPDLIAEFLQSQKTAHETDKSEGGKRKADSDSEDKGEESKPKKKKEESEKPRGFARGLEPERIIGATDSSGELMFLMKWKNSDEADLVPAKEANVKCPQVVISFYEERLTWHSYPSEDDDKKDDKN
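Compound inhibition of the preformed complex between 50 nM HP1-beta and 50 nM biotinylated H3K9me3 peptide was read by AlphaScreen. Buffer was PBS pH 7.4 with 0.01% Tween-20. Incubations ran 30 min at room temperature, with 10 ug/mL donor/acceptor beads.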
TrxR1 inh – rat TrxR1 inhibition; O89049; recombinant rTrxR1, NADPH fluorescence consumption, selenite substrate; Potency, µM (titrated, usually from 114 µM), for inactives: top-dose activity change, negative = inhibition, most hits filed as inhibitors; 390,000 compounds, 1% hits; AID 588453; further: potency means the concentration at half of the fitted maximal effect; on the % scale 0 is the no-effect control and ±100 the full control effect; nearly all actives have a fitted effect of over 65% in size
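Rat TrxR1 (90 nM in the dispensed reagent) was pre-reduced with 400 uM NADPH for 5 min at room temperature, then incubated with compound for 15 min. After 400 uM selenite was added, NADPH fluorescence (Ex 340/Em 450 nm) was followed for 8 min.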
TrxR1 substrate – is turned over as a substrate by rat TrxR1. O89049. purified TrxR1 substrate turnover, NADPH consumption readout. Potency, µM (doses to about 114 µM), for inactives: at the top dose activity change, negative = substrate turnover. 390,000 compounds, 0.01% hits. AID 588456; further: potency means the concentration at half of the fitted maximal effect; on the % scale 0 is the no-effect control and ±100 the full control effect; nearly all actives have a fitted effect of over 50% in size
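Rat TrxR1, dispensed at 90 nM, was prereduced with 400 uM NADPH (final) for 5 min at ~22 deg C, then incubated with compound 15 min before 400 uM selenite. A first-read NADPH fluorescence drop versus no-compound background flagged substrates.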
The depositor's hits bear a star; i = inactive; ? = inconclusive; . = not tested or not shown; [ ] = another dose, or the depositor's remark. Unless noted, the call rests on the fitted dose curve; in most records, active means well fitted curve in the direction sought with a large enough effect; inconclusive means small, poorly fitted or top-dose-only effect, or another doubt; inactive means no such curve, though single readings can be large; an effect the other way counts as inactive or inconclusive.

SMILES	mIDH1 inhibitor	PGK inhibitor	GLS inh	USP1 inh	PI4K2A block	Pin1 inh	HP1b chromo inh	TrxR1 inh	TrxR1 substrate
CCN(CC)c1ccc(NC2=C(Cl)C(=O)c3ccccc3C2=O)cc1	-1%	-8%	3%	?	-22	2%	4µM*	2.5µM*	-11%
O=C(CSc1nnnn1-c1ccc(F)cc1)c1ccc(O)c(O)c1	3%	-13%	0%	-17%	-2	4%	-14%	-1%[57.1 µM]	-3%[57.1 µM]
COc1ccccc1CC(=O)Nc1ccc(F)cc1F	7%	i	-2%	-22%	0	0%	57%[activator]	9%	0%
Cc1ccc(OCC(=O)c2c(O)c3ccccc3oc2=O)cc1C	2%	3%	15%	-17%	-7	-3%	16%	-5%	7%
O=C(Nc1cnc2sccn2c1=O)c1ccccc1Cl	-1%	.	2%	-14%	3	?	15%	-32%[57.1 µM]	-4%[57.1 µM]
COc1ccc(OCC(=O)N2CCC(Cc3ccccc3)CC2)cc1	-4%	-1%	-8%	-6%	2	3%	36%	13%[57.1 µM]	-4%
CC(=O)Nc1ccc(Cl)cc1-c1ccccc1	3%	-4%	-5%	?	7	-6%	29%	10%[57.1 µM]	-3%[57.1 µM]
C[n+]1cccc(C2C(C#N)=C(N)Oc3c2ccc2ccccc32)c1 (centres undefined)	-4%	-6%	-7%	-26%	-4	-4%	10%	-1%[57.1 µM]	13%
COc1ccc(S(=O)(=O)Nc2ccccc2C(=O)NCc2ccco2)cc1	0%	-1%	17%	-10%	-7	4%	-18%	-20%	20%
COc1ccc(-n2c(C)cc3cc(OC(C)=O)ccc32)cc1	10%	i	-14%	-11%	-1	6%	22%	15%[57.1 µM]	9%[57.1 µM]
Cc1cc(Cl)ccc1OCC(=O)Nc1c(Cl)ccc2nsnc12	1%	-2%	-15%	-22%	3	0%	21%	16%	5%
O=C(COCc1cc(-c2ccco2)on1)Nc1cccc(O)c1	7%	-2%	6%	7%	-1	-3%	-26%	-20%	-11%
O=C(c1ccco1)N1CCN(C(=O)C2CCN(S(=O)(=O)Cc3ccccc3)CC2)CC1	0%	i	-8%	-14%	-12	5%	21%	-5%	-3%
O=C(NCc1cccs1)c1cccc(N2CCCC2=O)c1	2%	i	-19%	-7%	-3	1%	25%	14%[57.1 µM]	7%[57.1 µM]
CC(C)(C)NC(=O)c1cccc(NC(=O)c2ccc3c(c2)C(=O)N(C(C)(C)C)C3=O)c1	-6%	11%	-5%	-14%	-1	11%	15%	16%	-2%
CCn1c(C)c(C(C)=O)c(NCc2ccccc2)nc1=S	-1%	.	13%	-15%	-2	4%	28%	-19%	8%
O=C(Nc1ccccc1)c1ccc(NC(=O)C2CC2)cc1	0%	4%	-2%	-29%	-7	-1%	30%	5%	0%
CCOc1ccc(N2CC(NC(=O)c3ccc(S(=O)(=O)N4CCOCC4)cc3)CC2=O)cc1 (centres undefined)	-4%	10%	5%	-3%	0	-4%	28%	8%[57.1 µM]	2%[57.1 µM]
CCc1cc(C(=O)OC)c(NC(=O)CN2CCN(C(=O)c3ccco3)CC2)s1	9%	-9%	6%	-6%	-3	11%	43%	-17%	8%
Cn1c(=O)c2c(-c3ccc(Br)cc3)n(Cc3ccc(F)cc3)cc2n(C)c1=O	?	-10%	-15%	-22%	-2	61%[activator]	-13%	76%[activator]	57%[activator]
COc1ccc(-n2c(C)nc3c(cnn3-c3ccccc3)c2=O)cc1	1%	i	3%	-5%	0	-2%	37%	16%	2%[57.1 µM]
Cc1ccc(NC(=O)c2cccc(OC(F)F)c2)c(OC(F)F)c1	0%	i	-1%	-11%	4	15%	88%[activator]	-10%	-12%
CC(=O)Nc1ccc(C(=O)CSc2nnc(Cc3ccccc3)o2)cc1	2%	2%	4%	-6%	-3	2%	10%	12%	5%[57.1 µM]
Cc1c(CNC2CCC(C)CC2)c(C(=O)O)c(C)n1Cc1ccc(Cl)cc1 (centres undefined)	19%	-8%	-3%	-20%	-17	-5%	9%	1%	2%
Cc1ccc(CN(C)C(=O)CCc2c[nH]c3ccccc23)o1	-1%	9%	7%	-3%	2	0%	-23%	-1%	-1%
COc1ccc(CCC(=O)OCC(=O)NC2CCCC2)cc1OC	1%	7%	-1%	-19%	5	.	.	.	.
COc1cc(/C=N/Nc2ccc(Cl)c(C(=O)O)c2)ccc1OCC(=O)N1C(C)CCCC1C (centres undefined)	2%	i	?	-16%	-4	-15%	28%	-3%[57.1 µM]	-9%[57.1 µM]
CCC(=O)NC(c1ccccc1Cl)c1c(O)ccc2ccccc12 (centres undefined)	5%	-4%	-1%	-14%	-2	-1%	30%	-9%	-9%
Cn1ncc(Cl)c1C(=O)Nc1ccncc1	16%	-1%	21%	1%	-2	-1%	50%[activator]	-19%	-13%
N#Cc1c(N)nc2c(c1N)CC(=O)N2c1ccccc1-c1ccccc1	9%	i	-1%	-14%	2	-8%	26%	11%[57.1 µM]	-3%
COc1ccc([N+](=O)[O-])cc1NS(=O)(=O)c1ccccc1	3%	-1%	4%	-16%	4	-6%	11%	-1%	-9%
CCOC(=O)c1cc(S(=O)(=O)NCc2ccc3c(c2)OCO3)cn1C	4%	i	-5%	-26%	-2	-1%	26%	14%	4%
Cn1nnnc1SCCNC(=O)C1CCC(=O)N(CCc2ccccc2)C1 (centres undefined)	0%	i	-9%	-22%	11	-5%	43%[activator]	16%	-1%
CC(=O)Nc1ccc(NC(=O)CSc2nccn2C)cc1	0%	-1%	6%	-12%	0	-4%	7%	22%	8%
Cc1c(NC(=O)C(c2ccccc2)c2ccccc2)cccc1C(=O)O	-7%	-1%	-1%	-9%	6	-10%	15%	29%[57.1 µM]	7%[57.1 µM]
CCOC(=O)C(/C=C(\C#N)C(=O)OCC)=C(/N)N1CCN(c2ccccc2)CC1	10%	-4%	40%[activator]	-8%	2	5%	28%	-19%[57.1 µM]	4%[57.1 µM]
Cc1ccc(CNC(=O)C2CCN(S(=O)(=O)c3c(C)noc3/C=C/N(C)C)CC2)cc1	-8%	1%	0%	-7%	5	-5%	24%	-17%	-16%
O=C(CN1C(=O)c2ccccc2S1(=O)=O)NCc1cccs1	-4%	2%	2%	-17%	-1	-2%	33%	15%	18%
O=C1c2cccc3cccc(c23)C(=O)N1Cc1ccco1	2%	i	2%	-7%	0	-6%	5%	23%[57.1 µM]	6%[57.1 µM]
C#CCOCCOCCOCCNc1nc(N2CCOCC2)nc(N2CCN(C(=O)[C@H](Cc3ccc(O)cc3)n3cc([C@@H](N)C(C)CC)nn3)CC2)n1 (some centres undefined)	-5%	1%	19%	19%	-5	5%	7%	3%	-5%
CCCC(=O)Nc1cc(C)c(NC(=O)c2cccs2)cn1	2%	i	-6%	?	10	-2%	20%	2%[57.1 µM]	9%[57.1 µM]
Cn1cc(S(=O)(=O)N2CCCCCC2)cc1C(=O)NCc1ccc(Cl)cc1	5%	8%	8%	-13%	4	1%	12%[57 µM]	12%[57.1 µM]	-1%[57.1 µM]
CCOC(=O)/C(C#N)=C/Nc1ccccc1NS(=O)(=O)c1cccc(C(C)=O)c1	-6%	-4%	12%	-16%	2	-6%	42%[activator]	6%[57.1 µM]	-1%[57.1 µM]
COc1ccccc1N1CCN(C(=O)C(OC(C)=O)c2ccccc2)CC1 (centres undefined)	1%	-4%	4%	-12%	-5	-2%	53%[activator]	16%	4%
Cc1onc(-c2ccccc2Cl)c1C(=O)Nc1cccc(-c2nc3ncccn3c2C)c1	-1%	2%	0%	-5%	5	28%	31%	59%[activator]	566%[activator]
COc1ccc(OC)c(N=Cc2c(O)[nH]c3ccccc23)c1	-3%	0%	8%	3%	-8	11%	13%	-19%	-9%
CCCSC1=N/C(=C\c2ccsc2)C(=O)S1	10%	0%	-6%	-9%	4	-3%	87%	-3%[57.1 µM]	8%[57.1 µM]
O=C(/C=C\c1ccc2c(c1)OCO2)Nc1c2c(nn1-c1ccc(Cl)cc1)CSC2	11%	i	-5%	0%	-4	8%	57%[activator]	9%	0%
O=C(C[C@@H]1C/C=C\C[C@@H](NC(=O)OCC2c3ccccc3-c3ccccc32)C(=O)OCCNC1=O)N[C@@H](CO)Cc1ccccc1	-2%	-10%	-1%	-23%	-4	-5%	8%	12%	4%
O=S(=O)(NN=C1CCCCCCC1)c1ccc(Br)cc1	9%	-6%	2%	-16%	2	0%	60%[activator]	4%	-2%
COC(=O)[C@@]1(Cc2ccccc2)[C@H]2C(=O)N(C)C(=O)[C@H]2[C@H]2CN=C(SCc3ccc(C)cc3)N21	3%[38.3 µM]	-12%	2%	-11%	-3	0%	16%	9%	5%

Assay outcomes from PubChem BioAssay.

Only part of the results is shown; the hit share may differ from the screen's.
